12-LOX inh: ALOX12 (human) lipoxygenase inhibition. purified 12hLO, xylenol orange hydroperoxide absorbance. 580,000 compounds, 1.1% hits. Potency, µM (titrated, usually from 108 µM), inactives show at the top dose activity change, negative = inhibition, actives largely listed as inhibitors; active = well fitted inhibition curve with a large enough effect; inconclusive = small, poorly fitted or top-dose-only effect, or another doubt; inactive = no such curve, though single readings can be large or run the other way
Target sequence (P18054 whole entry, looked up): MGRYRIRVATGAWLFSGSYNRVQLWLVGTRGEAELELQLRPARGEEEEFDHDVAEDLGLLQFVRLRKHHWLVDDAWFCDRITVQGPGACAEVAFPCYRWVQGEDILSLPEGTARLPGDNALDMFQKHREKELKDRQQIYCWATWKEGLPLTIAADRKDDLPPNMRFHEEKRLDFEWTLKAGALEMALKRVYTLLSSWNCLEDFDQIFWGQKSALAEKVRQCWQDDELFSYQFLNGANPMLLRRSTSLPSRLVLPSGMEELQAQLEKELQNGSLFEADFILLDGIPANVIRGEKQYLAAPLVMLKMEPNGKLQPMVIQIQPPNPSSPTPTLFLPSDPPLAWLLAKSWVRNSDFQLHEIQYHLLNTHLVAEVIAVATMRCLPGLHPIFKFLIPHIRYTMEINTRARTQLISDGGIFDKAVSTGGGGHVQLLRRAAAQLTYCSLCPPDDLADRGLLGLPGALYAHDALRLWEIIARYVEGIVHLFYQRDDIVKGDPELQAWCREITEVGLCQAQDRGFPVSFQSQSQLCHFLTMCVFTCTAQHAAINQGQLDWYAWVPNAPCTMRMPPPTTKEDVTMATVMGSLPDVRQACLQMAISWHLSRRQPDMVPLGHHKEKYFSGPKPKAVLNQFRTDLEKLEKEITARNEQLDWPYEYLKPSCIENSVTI
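Purified human 12hLO at 150 nM in 25 mM Hepes, 0.01% Triton X-100, pH 7.0, preincubated 15 min at room temperature with compound. Reaction started with 40 uM arachidonic acid, 30 min at room temperature. Hydroperoxide measured by Fe-xylenol orange, 573/405 nm absorbance ratio.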
The depositor's hits bear a star; ? = inconclusive; [ ] = another dose, or the depositor's remark. % is scaled to controls: 0 for no effect and ±100 for the full control effect; potency is read from the fitted curve at half-maximal effect. Only part of the results is shown (hit frequency here may not be typical).

SMILES	12-LOX inh
OC1CCN(c2ccnc(N3CC[C@@H](c4ccc5c(c4)OCO5)[C@H](O)C3)n2)CC1	0%
CN1[C@@H](CCC(=O)N2CCC(O)CC2)CNC(=O)[C@@H]2[C@H]1CCN2Cc1ccc(O)cc1	26%[176 µM]
CCC(=O)NNC(=O)CCC(=O)Nc1ccccc1	14%
COc1cccc(CNC(=O)c2cc3c(N4CCCC4)nc(C)cn3n2)c1	50%[activator]
COC[C@@H]1CN(c2cnccn2)C[C@H]1C(=O)NCc1ccc(C)c(C)c1	33%
CC1CCN(C(=O)C[C@@H]2c3nc(NC(=O)c4ccc(F)cc4)sc3C[C@@H]3[C@](C)(CO)[C@H](O)CC[C@]32C)CC1	1%
CC(=O)NCC(=O)N1CCC(Oc2ccccc2-c2nc(C3CC3)no2)C1 (stereo not drawn)	20%
CCOCCn1cnc(-c2ccccc2)c1-c1ccccc1OCC(N)=O	21%
OC1(c2cccnc2)CCN(Cc2ccc3c(c2)CN(Cc2cccc(F)c2F)CCO3)CC1	1%
Cc1ccc(NC(=O)Nc2ccccc2OCc2cc(=O)n3cccc(C)c3n2)cc1Cl	-6%
CCCCN1C(=O)c2ccc(C(=O)OCc3csc(Nc4ccc(C)cc4)n3)cc2C1=O	?
COc1cccc(Cn2c(=O)cnc3cnc(N4CCOCC4)nc32)c1	?
COc1cc2c(cc1O)-c1ccccc1CN(C)C2	16%
CC(=O)Nc1ccc(-c2csc(NC(C)(C)C)n2)cc1	10µM*
Cc1ccc2nc([C@H]3CCN(Cc4cccs4)C3)[nH]c2c1	78%[activator][176 µM]
CC(=O)c1ccc(S(=O)(=O)NCCC(=O)NC2CCC(C)CC2)cc1 (stereo not drawn)	6%
COc1ccc(C)cc1NC(=O)N1CCCC2(C1)Nc1cccnc1NC2=NC1CCCC1 (stereo not drawn)	60%[activator]
c1ccc(CNC[C@H]2Cn3c(-c4ccc5c(c4)OCCO5)cnc3CO2)cc1	56%[activator][176 µM]
Cc1ccc2c(CN3CCN(CCc4ccncc4)CC3)cc(=O)oc2c1	-4%
COc1ccc(C(=O)Nc2ccc3n(c2=O)C[C@H]2C[C@@H]3CN(S(=O)(=O)c3ccc(OC)cc3)C2)cc1	13%
Cn1cnc2cc(-c3cccc4[nH]ncc34)cc(C(=O)NCc3cccnc3)c21	21%[176 µM]
O=C(C[C@@H]1C[C@H]2O[C@H](CNC3CCC(F)(F)CC3)[C@@H](O)[C@H]2O1)N1CCC(F)(F)C1	2%[176 µM]
Cc1ccc(N(C(C)C(=O)NCc2ccc(Cl)cc2Cl)S(C)(=O)=O)cc1C (stereo not drawn)	-46%
O=C(Nc1cccc(C(F)(F)F)c1)N1CCC(n2cnnc2C2CC2)C1 (stereo not drawn)	14%
CC(C)N1CCC(OCCCNC(=O)CN2CC3CC(C2)[C@H]2CCCC(=O)N2C3)CC1 (stereo partly drawn)	58%[activator]
Cn1c(CCNC(=O)CN2CC3CC(C2)[C@H]2CCCC(=O)N2C3)nc2ccccc21 (stereo partly drawn)	65%[activator]
Cc1cc(C)cc(NC(=O)N2CCC(OC3CCN(S(C)(=O)=O)CC3)CC2)c1	27%
COc1ccc(-c2nc(C#N)c(NCC(c3cccs3)N(C)C)o2)cc1 (stereo not drawn)	-13%
Oc1ccc(Nc2nccc3[nH]c(-c4cccc(F)c4)cc23)cc1	?
COc1cc(CNC(=O)c2nccnc2N)ccn1	5%
CC(=O)Nc1ccc(S(=O)(=O)N2C[C@@H]3C[C@H](C2)c2ccc(-c4ccc5ccccc5c4)c(=O)n2C3)cc1	-6%
COc1ccccc1C(=O)N1CCC2(CNc3ccccc3[S+](=O)([O-])N2)C1 (stereo not drawn)	8%
CCOC(=O)CNC(=O)CC(c1ccc(F)cc1)N1Cc2ccccc2C1=O (stereo not drawn)	0%
N#C/C(=C/c1ccccc1OC(F)F)C(=O)Nc1cccc(C(F)(F)F)c1	-63%
CC(C)(C)n1nnnc1C1CC2(CCOCC2)C(=O)N1Cc1ccc(F)cc1 (stereo not drawn)	9%
CCC(C)Oc1ccccc1C1CC(=O)NC2=C1C(=O)CC(C)(C)C2 (stereo not drawn)	5%
COc1cccc(-c2nc(NCc3ccc(OC)cc3OC)c3ccccc3n2)c1	?
CCN(C)C(C)C(=O)N1CCC(Oc2ccccc2C)(C(=O)O)CC1 (stereo not drawn)	42%[activator]
O=C(Cn1nc2c(-c3nc(-c4cccc(F)c4)no3)cccn2c1=O)NCc1ccc(F)cc1	?
Cn1cnc(S(=O)(=O)N2CC[C@@H]3C(=O)NCCCCCCN(Cc4ccncc4)[C@@H]3C2)c1	4%
CCn1nccc1C(=O)N1CC(Oc2ccc(-c3nc(-c4ccccc4)no3)cc2)C1	6%
O=C(O)c1cnc(NCc2cccnc2)nc1-c1ccc(Cl)cc1	24%
Nc1cc(=O)[nH]c(SCc2c(F)cccc2Cl)n1	-23%
COc1cccc(CN2CCCCCCNC(=O)[C@@H]3C[C@@H](C(=O)NCCc4cnc[nH]4)C[C@@H]32)c1	37%[activator]
CC(C)NC(=O)C[C@@H]1C[C@H]2O[C@H](CN(C)C)[C@@H](O)[C@H]2O1	23%[176 µM]

12-LOX inh: hit marks shown above
SMILES	12-LOX inh
CC(=O)Nc1ccc(-c2csc(NC(C)(C)C)n2)cc1	10µM*

Additional records
SMILES	12-LOX inh
Fc1cccc(Nc2ncc(-c3cncnc3)c3c2OCC3)c1	4%[176 µM]
CCOC(=O)c1cnc(SCC(=O)Nc2ccc(C)cc2Cl)nc1N	16%
COC(=O)C1C(=O)CC(C)(O)C(C(=O)OC)C1c1ccc(OC)cc1 (stereo not drawn)	?
Cc1ccc(-c2cc(C(=O)OCC(=O)N3CCCC3=O)c3ccccc3n2)o1	?
COc1ccc(C2Cn3nnc(-c4nc(-c5ccc(SC)cc5)no4)c3CO2)cc1 (stereo not drawn)	38%[activator]
CNc1ncc(CN(C)C(=O)CCc2cc3n(n2)CCCNC3)cn1	?
CC(C)C1c2nccn2CCCN1C(=O)c1ccc(C#N)cc1 (stereo not drawn)	1%
Cc1ccc(CN(C)C(=O)CN2CCCC2c2ccc3c(c2)OCCO3)cc1 (stereo not drawn)	22%
O=C(c1csnn1)N1CCC2(CC1)CN(c1ncccn1)C2	-17%[57.4 µM]
O=C1CSc2ccc(S(=O)(=O)N3CCCCC3)cc2N1	-21%
O=S(Cc1ccccc1)Cc1ccc(Cl)cc1 (stereo not drawn)	-6%
CCc1ccc(CC)c(-c2csc(N)n2)c1	15%
CC(C)(C)c1nc(N2CCOCC2)ncc1C(=O)O	27%
COc1ccc(-c2noc(CN(C(=O)Nc3cccc4ccccc34)C(C)C)n2)cc1	72%
O=c1[nH]c(C2CCCN(Cc3ccc(-c4ccsc4)cc3)C2)nc2ccc(F)cc12 (stereo not drawn)	?
CO[C@H]1C(=O)N(C2CCN(C(=O)c3n[nH]c4ccccc34)CC2)[C@H]1c1ccncc1	31%[activator]
CCOc1ccccc1CN1CCN(C(=O)c2ccccn2)CC1CCO (stereo not drawn)	37%[activator]
Cc1ccc(NC(=O)CSc2nnc(CC3CCS(=O)(=O)C3)n2C)cc1 (stereo not drawn)	1%
CCc1nncn1C1CCN(S(=O)(=O)c2cc(F)ccc2OC)C1 (stereo not drawn)	46%[activator]
O=C1CC(C(=O)N2CCc3c(Cl)cccc3C2)CN1Cc1cccnc1 (stereo not drawn)	8%
COc1ccc(-c2cc(C(=O)OC(C)C)c3ccccc3n2)cc1	-14%
CC(C)C[C@H](NC(=O)C1CCCC1)C(=O)N1CCC[C@H]1C(=O)NCc1ccccc1	0%
COc1ccc(NC(=O)C2(C)CCCc3cnc(N(C)C)nc32)cn1 (stereo not drawn)	-21%[176 µM]
O=C(NC1CCCCC1)[C@@H]1C[C@@H](O)CN1C1CCN(C(=O)c2cc(F)ccc2F)CC1	30%[activator]
COC[C@@H]1[C@H](C(=O)NCCC2=CCCCC2)CCC(=O)N1C	41%[activator]
Cc1ccc(C(=O)N[C@H]2CO[C@H]3[C@@H]2OC[C@@H]3Nc2nccc(-c3ccc4c(c3)OCO4)n2)cc1	?
O=C(Nc1ccc(N2CCOCC2)cc1)c1cccc(Nc2ccnc(-c3cccc(F)c3)n2)c1	-78%
Oc1ccc(-n2nnnc2SCc2cc(Cl)c3c(c2)OCCO3)cc1	?
Cc1ccc(C(=O)N[C@@H]2CN(C)C[C@H]2CN(C)C)s1	93%[activator]
O=C(c1csc(-c2cccs2)n1)N1CCC2(CCCO2)CC1	45%[activator]
Cc1noc(C)c1S(=O)(=O)N1CCC[C@H]1C(=O)N1CCCCCCNC(=O)CC1	40%[activator]
Cc1ccc(S(=O)(=O)N2CCCC(Cn3c(C4CC4)nc4cccnc43)C2)cc1C (stereo not drawn)	23%
O=C(Nc1ccccc1)C1=NO[C@@H]2CN(Cc3cc(F)ccc3F)C[C@H]12	14%[176 µM]
O=C(Cn1cnc2sccc2c1=O)NC1CCCc2c1[nH]c1ccccc21 (stereo not drawn)	-29%
CCCC(=O)Nc1cccc(C(=O)NCCc2ccccc2)c1	9%
O=C(C1CCc2nnc(-c3ccc(Cl)nc3)n21)N1CCCC1 (stereo not drawn)	8%[6.33 µM]
N#CC1=C(N)OC2=C(C(=O)CC(c3ccccc3)C2)C1c1cccc(F)c1 (stereo not drawn)	35µM*
COc1cccc(CNC(=O)[C@@H]2C[C@@H](O)CN2C2CCN(C(=O)c3cc(C)nn3C)CC2)c1	41%[activator]
O=C(OCc1c(F)cccc1Cl)c1ccccc1Nc1ccccc1	5%
CC(C)c1nc(C(=O)N2CCC(CCC(=O)Nc3ccc4c(c3)OCCO4)CC2)cs1	-3%
O=C(NCc1ccccc1)C1CC(c2ccccc2)CN(C(=O)c2ccccc2F)C1 (stereo not drawn)	24%
NC1CCCCN(Cc2cc3ccccc3o2)C1 (stereo not drawn)	?
Cc1ccc(CNC(=O)CCC2CCN(S(=O)(=O)c3ccccc3)CC2)o1	-2%
CC1CCN(S(=O)(=O)N2CCC(C(=O)N3CCC(Cc4nncn4CC4CC4)CC3)CC2)CC1	38%[activator]
c1ccc2c(c1)OCCOCCOCCOc1ccccc1OCCOCCO2	-55%

14 consecutive compounds from above, quoted:
SMILES	12-LOX inh
O=C(c1csc(-c2cccs2)n1)N1CCC2(CCCO2)CC1	45%[activator]
Cc1noc(C)c1S(=O)(=O)N1CCC[C@H]1C(=O)N1CCCCCCNC(=O)CC1	40%[activator]
Cc1ccc(S(=O)(=O)N2CCCC(Cn3c(C4CC4)nc4cccnc43)C2)cc1C (stereo not drawn)	23%
O=C(Nc1ccccc1)C1=NO[C@@H]2CN(Cc3cc(F)ccc3F)C[C@H]12	14%[176 µM]
O=C(Cn1cnc2sccc2c1=O)NC1CCCc2c1[nH]c1ccccc21 (stereo not drawn)	-29%
CCCC(=O)Nc1cccc(C(=O)NCCc2ccccc2)c1	9%
O=C(C1CCc2nnc(-c3ccc(Cl)nc3)n21)N1CCCC1 (stereo not drawn)	8%[6.33 µM]
N#CC1=C(N)OC2=C(C(=O)CC(c3ccccc3)C2)C1c1cccc(F)c1 (stereo not drawn)	35µM*
COc1cccc(CNC(=O)[C@@H]2C[C@@H](O)CN2C2CCN(C(=O)c3cc(C)nn3C)CC2)c1	41%[activator]
O=C(OCc1c(F)cccc1Cl)c1ccccc1Nc1ccccc1	5%
CC(C)c1nc(C(=O)N2CCC(CCC(=O)Nc3ccc4c(c3)OCCO4)CC2)cs1	-3%
O=C(NCc1ccccc1)C1CC(c2ccccc2)CN(C(=O)c2ccccc2F)C1 (stereo not drawn)	24%
NC1CCCCN(Cc2cc3ccccc3o2)C1 (stereo not drawn)	?
Cc1ccc(CNC(=O)CCC2CCN(S(=O)(=O)c3ccccc3)CC2)o1	-2%

(listing goes on)
SMILES	12-LOX inh
O=C(NCC1CCCCC1)c1ccncc1	73%[activator]
C=CCNCc1ccccc1F	7%
CCc1ccc(NC(=O)Cc2nc(-c3cc(C)n(-c4cc(C)on4)c3C)cs2)cc1	?
COCc1cc(CNc2nccc(-c3ccccn3)n2)[nH]n1	66%[activator]
Cc1cccc(C)c1NC(=O)C(c1ccccc1)N1CCC(c2ccccc2)CC1 (stereo not drawn)	?
Nc1nc2c(ncn2[C@@H]2O[C@H](C(=O)N[C@H](Cc3ccccc3)C(=O)NCC3CCCCC3)[C@@H](O)[C@H]2O)c(=O)[nH]1	?
O=C(O)CC1C(=O)NCCN1Cc1ccc(Cl)c(F)c1 (stereo not drawn)	-23%
CC1(C)CC(=O)C2=C(C1)OC1=C(C(=O)CC(C)(C)C1)C2c1ccc(-c2ccccc2C(=O)O)o1	-29%
Cc1sc2ccn(C)c(=O)c2c1C(=O)N1CCN(c2ccc(Cl)cc2)CC1	2%
CCc1ccc(C23CC4CC(CC(C4)C2)C3)cc1N	8%
O=C(NC1CCCCC1)[C@@H]1Cc2nc[nH]c2CN1C(=O)C1CC1	67%[176 µM]
O=C(O)CCC[C@H](O)\C=C/C=C/C=C/[C@H](O)C/C=C\CCCCCO	-3%[2.23 µM]
O=C1N(c2ccccc2)c2ccccc2C12CCN([S+](=O)([O-])c1ccccc1)C2 (stereo not drawn)	?
CC(C)Cn1c(=O)n(CC(C)N2CCCC2)c2cc(C(=O)O)cnc21 (stereo not drawn)	29%
Cc1noc(C)c1C(=O)N1CCC2(CCN(C(=O)Nc3ccccc3)CC2)CC1	-16%[57.4 µM]
NCc1cccc(-c2cccc(Cl)c2)c1	9%[12.5 µM]
CCOc1ccccc1CN1CCN(c2ncccc2C#N)CC1CCO (stereo not drawn)	31%
COc1ccccc1OCC(=O)NCC1CCCN(Cc2ccc(C3CCCC3)s2)C1 (stereo not drawn)	2%
Cc1ccc(C2C(C#N)=C(N)Oc3c2ccc2ccccc32)cc1 (stereo not drawn)	?
CN1C(=O)CC(C(=O)O)C12CCN(Cc1nn(C)c3cccc(Cl)c13)CC2 (stereo not drawn)	24%
COc1ccc(-n2c(=O)c(-c3cn(C)c4ccccc34)nc3cnc(OC)nc32)cc1	-6%
O=C(O)CNS(=O)(=O)c1ccc(OC(F)(F)F)cc1	-20%

Source: PubChem BioAssay (National Center for Advancing Translational Sciences (NCATS))
